IL2 activator – qHTS of IL-2 Activators. IL-2 activation reporter assay, cell-based qHTS; stimulated with anti-CD3/CD4/CD28 beads; in transgenic mouse T cells. activation, % (series mostly up to about 46 µM). hit rate 0.065% among 360,000. AID 652025, 2013; in the data active = activation above about 50%; inconclusive = mostly about 30% to 49%; note: 0% is about no effect
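Unstimulated transgenic mouse T cells; 60-min compound exposure; bead-based TCR/CD4/CD28 stimulation; 18 h culture, 37 degrees C; dual fluorescence (EGFP, DsRed) plate cytometry.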
EPAC1 antagonist – qHTS for Antagonist of cAMP-regulated guanine nucleotide exchange factor 3 (EPAC1): primary screen; Potency, µM (titrated, usually from 115 µM), for the others: top-dose activity change, negative = inhibition, most hits filed as inhibitors; hit rate 0.14% among 360,000; EPAC1 GEF assay, Rap1b-BODIPY-GDP exchange fluorescence;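 note: potency is the fitted concentration of half-maximal effect; plate controls were vehicle for no effect and positive control for full effect; nearly all actives have a fitted effect of over 50% in size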
Target sequence (O95398 whole entry, looked up): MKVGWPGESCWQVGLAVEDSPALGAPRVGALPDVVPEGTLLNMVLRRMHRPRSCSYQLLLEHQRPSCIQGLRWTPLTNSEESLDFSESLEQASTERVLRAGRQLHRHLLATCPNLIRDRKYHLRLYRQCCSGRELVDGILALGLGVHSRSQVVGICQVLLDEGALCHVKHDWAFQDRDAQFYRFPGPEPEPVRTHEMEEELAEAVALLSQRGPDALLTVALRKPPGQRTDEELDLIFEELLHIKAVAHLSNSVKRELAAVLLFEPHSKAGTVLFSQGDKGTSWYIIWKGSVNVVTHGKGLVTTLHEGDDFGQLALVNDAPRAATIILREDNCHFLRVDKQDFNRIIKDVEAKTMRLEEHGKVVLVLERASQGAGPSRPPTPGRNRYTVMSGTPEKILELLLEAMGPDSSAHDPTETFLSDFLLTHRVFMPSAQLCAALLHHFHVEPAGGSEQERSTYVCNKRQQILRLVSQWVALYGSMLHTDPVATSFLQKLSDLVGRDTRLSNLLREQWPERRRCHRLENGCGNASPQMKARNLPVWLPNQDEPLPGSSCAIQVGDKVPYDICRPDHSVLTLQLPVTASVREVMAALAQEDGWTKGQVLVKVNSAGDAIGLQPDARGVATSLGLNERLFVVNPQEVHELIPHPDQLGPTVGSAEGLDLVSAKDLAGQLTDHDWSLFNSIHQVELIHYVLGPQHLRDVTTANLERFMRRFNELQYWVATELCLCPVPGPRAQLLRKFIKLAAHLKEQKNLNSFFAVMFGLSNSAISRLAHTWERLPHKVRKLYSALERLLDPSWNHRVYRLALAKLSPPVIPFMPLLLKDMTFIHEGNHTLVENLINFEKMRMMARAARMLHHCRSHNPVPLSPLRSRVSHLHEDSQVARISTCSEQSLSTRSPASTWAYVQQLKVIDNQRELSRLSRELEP
FUS suppressor – qHTS for Suppressors of FUS Proteinopathy: Primary screen using FUS-linked yeast assay; S. cerevisiae FUS-expressing, growth rescue, OD600, 24 h; Potency, µM (doses to about 76.6 µM), without a hit: top-dose growth rescue (activation), actives largely listed as activators; hit rate 0.24% among 390,000; AID 1347120, 2019;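 note: potency is the fitted concentration of half-maximal effect; plate controls were DMSO vehicle for no effect and reference control for full effect; nearly all actives have a fitted effect of over 55% in size; some results filed as inactive show a strong effect at the top dose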
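Toxicity suppression screen in FUS-yeast. Cells induced with 2% galactose, starting OD 0.005, treated 24hr at 30C with compounds at multiple final concentrations; growth by OD600.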
PI5P4K alpha inh – qHTS for Inhibitors of phosphatidylinositol 5-phosphate 4-kinase (PI5P4K) | Phosphatidylinositol 5-phosphate 4-kinase type-2 alpha (Homo sapiens), P48426 | AID 652105, 2013 | PI5P4Kalpha enzyme, ADP-Glo luminescence, 60 min; hits give low values | hit rate 1.2% among 330,000 | max response, %; active = max response of -50% or lower; inconclusive = between -30% and -50%; inactive = -30% or higher; note: value at the top dose of about 77 µM; % is set by controls: 0 for no effect and ±100 for the full control effect
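Single end-point luminescence (ADP-Glo) quantified ADP from PI5P4Kalpha turnover; ATP 5 microM final, 1 h at RT, 0.1% CHAPS and 0.28 mM EGTA in HEPES pH 7.4.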
PLK1 PBD block – qHTS for Inhibitors of PLK1-PDB (polo-like kinase 1 - polo-box domain): Primary Screen. hit rate 2.8% among 360,000. AID 720504, 2013. Serine/threonine-protein kinase PLK1 (Homo sapiens), P53350. Potency, µM, for inactives: max response, negative = inhibition, most hits filed as inhibitors. Plk1 PBD binding of FITC phosphopeptide, fluorescence polarization; note: potency is the fitted concentration of half-maximal effect; series mostly up to about 57 µM; % is set by controls: 0 for no effect and ±100 for the full control effect; nearly all actives have a fitted effect of over 65% in size
EPAC1 ag – qHTS for Agonist of cAMP-regulated guanine nucleotide exchange factor 3 (EPAC1): primary screen | EPAC1 agonist qHTS, biochemical assay; response scale: 100% = response to 6.5 mM cAMP | Potency, µM (highest dose often 154 µM), for inactives: at the top dose activation, usual class: activators | hit rate 0.073% among 360,000; note: potency is the fitted concentration of half-maximal effect; nearly all actives have a fitted effect of over 60% in size
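Compounds were pinned as a concentration titration into mixtures of EPAC1 (100 nM), BODIPY-GDP-loaded Rap1B (250 nM) and GDP (50 uM). After 5 min at room temperature, fluorescence was followed for 30 min; activity was scaled to 6.5 mM cAMP.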
WRN inhibitor – qHTS for Inhibitors of WRN Helicase; AID 651768, 2012; Bifunctional 3'-5' exonuclease/ATP-dependent helicase WRN (Homo sapiens), Q14191; Potency, µM (highest dose often 114 µM), without a hit: top-dose activity change, negative = inhibition, most hits filed as inhibitors; WRN helicase unwinding, fluorescent forked duplex, kinetic; hit rate 0.46% among 360,000; note: potency is the fitted concentration of half-maximal effect; % is set by controls: 0 for no effect and ±100 for the full control effect; nearly all actives have a fitted effect of over 55% in size
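WRN at 20 nM final was preincubated with compound for 15 min at room temperature; reaction started with 100 nM forked duplex oligonucleotide carrying fluorophore and quencher plus 2 mM ATP (final). Unwinding followed kinetically by red fluorescence (ex 525/em 598 nm).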
Abeta yeast res – qHTS for compounds that reverse cellular toxicity of Amyloid beta (A-beta) peptide in yeast: Primary Screen; Potency, µM (titrated, usually from 46.1 µM), without a hit: at the highest dose growth rescue, usual class: activators; yeast expressing A-beta42, growth rescue, OD600, 48 h; response scale: 0% DMSO, 100% iron-clioquinol control; hit rate 0.063% among 410,000; AID 1347071, 2019; note: potency is the fitted concentration of half-maximal effect; nearly all actives have a fitted effect of over 55% in size
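Yeast A-beta toxicity model in growth medium with pinned compounds, 48 h at 30 C; growth read as absorbance at 600 nm. Normalized to FeCl3/clioquinol equimolar mix (positive) and DMSO (negative).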
Active calls of the source: *; [ ] = dose if it differs, or a comment. Unless noted, calls come from the whole dose curve; as a rule, active = well fitted curve in the direction sought with a large enough effect; inconclusive = small, poorly fitted or top-dose-only effect, or another doubt; inactive = no such curve, though single readings can be large; an effect the other way counts as inactive or inconclusive.

The first 2 records (preview)
COc1ccc(S(=O)(=O)N2CCCCC2)cc1NC(=O)COC(=O)c1ccco1 was read as IL2 activator -4.1, EPAC1 antagonist 1%, PI5P4K alpha inh -3, PLK1 PBD block 3%, EPAC1 ag 8%, WRN inhibitor 3% and Abeta yeast res 19%.
`COc1ccccc1NC(=O)c1ccc(C(=O)c2ccccc2)o1` gave IL2 activator -2.6, EPAC1 antagonist -16%, FUS suppressor 3%, PI5P4K alpha inh 1, PLK1 PBD block -12%, EPAC1 ag -6%, WRN inhibitor -7% and Abeta yeast res -18%.

The list itself, from the first entry:
COc1ccc(S(=O)(=O)N2CCCCC2)cc1NC(=O)COC(=O)c1ccco1 was read as IL2 activator -4.1, EPAC1 antagonist 1%, PI5P4K alpha inh -3, PLK1 PBD block 3%, EPAC1 ag 8%, WRN inhibitor 3% and Abeta yeast res 19%.
`COc1ccccc1NC(=O)c1ccc(C(=O)c2ccccc2)o1` gave IL2 activator -2.6, EPAC1 antagonist -16%, FUS suppressor 3%, PI5P4K alpha inh 1, PLK1 PBD block -12%, EPAC1 ag -6%, WRN inhibitor -7% and Abeta yeast res -18%.
O=C1C(CSCc2ccccc2)NC(=S)N1c1ccccc1 (stereo not given) was read as IL2 activator -0.4, EPAC1 antagonist 11%, FUS suppressor 27%, PI5P4K alpha inh -11, PLK1 PBD block -14%, EPAC1 ag -15%, WRN inhibitor 0% and Abeta yeast res 0%.
CS(=O)(=O)N1CCN(c2ccccc2NC(=O)C(c2ccccc2)c2ccccc2)CC1 was read as IL2 activator -2.4, EPAC1 antagonist 5%, FUS suppressor inconclusive, PLK1 PBD block -7%, EPAC1 ag 5%, WRN inhibitor 2% and Abeta yeast res 7%.
CC(CN1CCCCC1)OC(=O)/C=C/c1ccccc1 (stereo not given) was read as IL2 activator 1.9, EPAC1 antagonist 18%, FUS suppressor -4%, PI5P4K alpha inh -4, PLK1 PBD block 1%, EPAC1 ag 7%, WRN inhibitor -2% and Abeta yeast res -1%.
O=C(Cn1cnc2c(cnn2-c2ccccc2)c1=O)N1CCN(c2ccc(F)cc2)CC1 was read as IL2 activator -0.5, EPAC1 antagonist -27%, PI5P4K alpha inh -1, PLK1 PBD block -11%, EPAC1 ag 9%, WRN inhibitor -9% and Abeta yeast res 26%.
For Cc1cc(C(=O)CN2C(=O)c3ccccc3C2=O)c(C)n1Cc1cccs1 the results were IL2 activator -0.8, EPAC1 antagonist 0%, FUS suppressor 7%, PLK1 PBD block -1%, EPAC1 ag 12%, WRN inhibitor -4% and Abeta yeast res -3%.
`O=C(NCCCNc1ccc([N+](=O)[O-])cc1)C(F)(F)F` gave IL2 activator 0.8, EPAC1 antagonist -10%, FUS suppressor 1%, PI5P4K alpha inh 12, PLK1 PBD block -2%, EPAC1 ag 5%, WRN inhibitor -17%[57.1 µM] and Abeta yeast res 16%.
Screening Cc1cc(=O)[nH]c(N/N=C/c2cn(CCC#N)nc2-c2ccccc2)n1 returned IL2 activator 0.2, EPAC1 antagonist -11%, FUS suppressor -24%, PI5P4K alpha inh -5, PLK1 PBD block -7%, EPAC1 ag 3%, WRN inhibitor 3% and Abeta yeast res 3%.
Screening O=C(O)CC(c1cccc(C(F)(F)F)c1)N1CCS(=O)(=O)CC1 (stereo not given) returned IL2 activator -0.2, EPAC1 antagonist 1%, FUS suppressor 11%, PI5P4K alpha inh -9, PLK1 PBD block -14%, EPAC1 ag 4%, WRN inhibitor 6% and Abeta yeast res -1%.
`O=[N+]([O-])c1ccc(N2CCN(S(=O)(=O)c3ccc4ccccc4c3)CC2)cc1NCC1CCCO1` (stereo not given) gave IL2 activator -2.1, EPAC1 antagonist -8%, FUS suppressor 21%, PI5P4K alpha inh 2, PLK1 PBD block -12%, EPAC1 ag 6%, WRN inhibitor -4% and Abeta yeast res 4%.
`NC(=O)c1ccc[n+](Cc2ccc(-c3ccccc3)cc2)c1` gave IL2 activator -3.3, EPAC1 antagonist 2%, FUS suppressor 7%, PI5P4K alpha inh -1, PLK1 PBD block 6%, EPAC1 ag -1%, WRN inhibitor 11% and Abeta yeast res -20%.
For Cc1ccc(S(=O)(=O)N2CCN(CC3CC4C=CC3C4)CC2)cc1 (stereo not given) the results were IL2 activator 2.3, EPAC1 antagonist -15%, FUS suppressor 27%, PI5P4K alpha inh 1, PLK1 PBD block -8%, EPAC1 ag -1%, WRN inhibitor inconclusive and Abeta yeast res 5%.
`NNC(=O)CSc1cccc2cccnc12` gave IL2 activator 1.0, EPAC1 antagonist 12%, PI5P4K alpha inh -2, PLK1 PBD block -5%, EPAC1 ag 2%, WRN inhibitor 4% and Abeta yeast res 1%.
Cc1ccc(OCCCNCCO)c(Br)c1 was read as IL2 activator 2.2, EPAC1 antagonist 0%, FUS suppressor 2%, PI5P4K alpha inh 9, PLK1 PBD block -3%, EPAC1 ag 3%, WRN inhibitor 3% and Abeta yeast res 12%.
For CC(c1ccccc1)C1CC(=O)N(c2ccccc2)C1=O (stereo not given) the results were IL2 activator -0.5, EPAC1 antagonist -1%, FUS suppressor 8%, PI5P4K alpha inh -3, PLK1 PBD block -9%, EPAC1 ag 1%, WRN inhibitor -16% and Abeta yeast res 9%.
`CC1C(=O)N(Cc2cn(CCC3OCCO3)nn2)CCS(=O)(=O)N1Cc1ccc(-c2ccc(Cl)cc2)cc1` (stereo not given) gave IL2 activator -3.2, EPAC1 antagonist -29%, FUS suppressor inconclusive, PI5P4K alpha inh 4, PLK1 PBD block -3%, EPAC1 ag 11%, WRN inhibitor -6% and Abeta yeast res -3%.
`O=c1cc2c(c(-c3ccccc3)n1Cc1ccccc1)[C@@H](CCO)NC2` gave IL2 activator 0.2, EPAC1 antagonist 10%, FUS suppressor -7%, PI5P4K alpha inh -3, PLK1 PBD block -11%, EPAC1 ag -16%, WRN inhibitor 6% and Abeta yeast res -4%.
For COc1ccc(-c2nnc(SCc3nnc(-c4ccc(Cl)cc4)o3)n2-c2ccccc2)cc1 the results were IL2 activator -2.5, EPAC1 antagonist -5%, FUS suppressor inconclusive, PLK1 PBD block 2%, EPAC1 ag 22%, WRN inhibitor -7% and Abeta yeast res 0%.
`Cc1ccc(S(=O)(=O)N2[C@@H](c3cccc(Cl)c3)C(C(=O)OC(C)(C)C)=CC[C@H]2c2cccc(Cl)c2)cc1` gave IL2 activator 0.2, EPAC1 antagonist 10%, FUS suppressor 1%, PI5P4K alpha inh -8, PLK1 PBD block -3%, EPAC1 ag -10%, WRN inhibitor -4% and Abeta yeast res -11%.
`CCCCN(C(=O)c1cccc(S(=O)(=O)N(CC)c2ccccc2)c1)c1c(N)n(CC(C)C)c(=O)[nH]c1=O` gave IL2 activator 0.0, EPAC1 antagonist -19%, FUS suppressor -14%, PI5P4K alpha inh 5, PLK1 PBD block 3%, EPAC1 ag -23%, WRN inhibitor 5% and Abeta yeast res 3%.
CCn1c2ccccc2c2cc(NC(=O)CSc3nnc(C4CC4)n3Cc3ccco3)ccc21 was read as IL2 activator 0.0, EPAC1 antagonist -22%, FUS suppressor inconclusive, PI5P4K alpha inh -27, PLK1 PBD block -21%, EPAC1 ag 16%, WRN inhibitor -4% and Abeta yeast res 10%.
Screening CCN(CC)C(=O)Oc1ccc2oc(=O)cc(-c3cc4cccc(OC)c4o3)c2c1 returned IL2 activator -1.3, EPAC1 antagonist inconclusive, FUS suppressor -1%, PI5P4K alpha inh -2, PLK1 PBD block -3%, EPAC1 ag 18%, WRN inhibitor -4% and Abeta yeast res 18%.
For O=C(NC(=S)Nc1cccc2c(O)cccc12)c1ccccc1[N+](=O)[O-] the results were IL2 activator 1.8, EPAC1 antagonist -27%, FUS suppressor -2%, PI5P4K alpha inh -19, PLK1 PBD block -22%, EPAC1 ag -8%, WRN inhibitor 1% and Abeta yeast res 0%.
`COc1cccc(-c2cc(CNC(=O)[C@H]3O[C@@H](n4ccc(N)nc4=O)[C@H](O)[C@@H]3O)no2)c1` gave IL2 activator 0.4, EPAC1 antagonist 3%, FUS suppressor -21%, PI5P4K alpha inh -4, PLK1 PBD block 6%, EPAC1 ag -4%, WRN inhibitor 5% and Abeta yeast res -1%.
`COc1cc2c(cc1NC(C)=O)CCCC2` gave IL2 activator -0.9, EPAC1 antagonist 0%, FUS suppressor -2%, PLK1 PBD block -12%, EPAC1 ag 9%, WRN inhibitor -6% and Abeta yeast res -2%.
`CCC1=C2CC[C@H]3C(=O)NC(=O)[C@H]3[C@H]2[C@@]2(Cc3ccccc3)C(=NCC(=O)OC)OC(=O)N2C1=O` gave IL2 activator 0.1, EPAC1 antagonist 5%, FUS suppressor -8%, PI5P4K alpha inh 2, PLK1 PBD block -4%, EPAC1 ag -30%[inhibitor], WRN inhibitor 0% and Abeta yeast res -3%.
Screening Cc1ccc(OCCC(=O)OCC(=O)N2CCN(S(=O)(=O)c3ccc(Cl)cc3)CC2)cc1 returned IL2 activator -0.3, EPAC1 antagonist -11%, FUS suppressor -1%, PI5P4K alpha inh -1, PLK1 PBD block 1%, EPAC1 ag 7%, WRN inhibitor -9% and Abeta yeast res 2%.
For O=C(NC1(C(=O)NC2CCCC2)CCCCC1)c1ccc2c(c1)OCO2 the results were IL2 activator 0.3, EPAC1 antagonist 4%, FUS suppressor 10%, PI5P4K alpha inh 8, PLK1 PBD block -7%, EPAC1 ag 5%, WRN inhibitor 5% and Abeta yeast res -11%.
`COc1cc2[nH]c(=S)nc(NCCc3ccc(S(N)(=O)=O)cc3)c2cc1OC` gave IL2 activator 2.6, EPAC1 antagonist 14%, FUS suppressor -5%, PI5P4K alpha inh -1, PLK1 PBD block 2%, EPAC1 ag -4%, WRN inhibitor -14% and Abeta yeast res -7%.
For CC(C)CCN1CCN(C2CCN(c3ccc4c(c3)OCO4)CC2)CC1CCO (stereo not given) the results were IL2 activator 1.5, EPAC1 antagonist 0%, FUS suppressor 18%, PI5P4K alpha inh -6, PLK1 PBD block -2%, EPAC1 ag 6%, WRN inhibitor -3% and Abeta yeast res 3%.

Screening results from PubChem BioAssay.
